Screens from PubChem.
HCV inhibitor = blocks hepatitis C virus | AID 651820 | Potency, µM (series often up to 41.8 µM), for inactives: at the top dose activity change, negative = inhibition, most hits filed as inhibitors | hit rate 3.4% among 340,000 | Huh7.5.1 HCVcc-Cre infection, luciferase reporter, 44 h; further: potency means the concentration at half of the fitted maximal effect
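1,000 cells/well; 4 h culture; + compound; + HCVcc-Cre (~0.5 moi); 44 h; luciferase substrate, RT 15 min; read 15 sec.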
AmpC no deterg = blocks E. coli AmpC beta-lactamase in detergent-free assay | P00811 | AID 485341 | Potency, µM (top dose mostly 57.1 µM), without a hit: at the highest dose activity change, negative = inhibition, hits mostly inhibitors | hit rate 0.52% among 330,000 | AmpC nitrocefin hydrolysis, absorbance 480 nm, 0.0001% Triton;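 further: potency means the concentration at half of the fitted maximal effect; plate controls were no compound for no effect and no enzyme for full effect; nearly all actives have a fitted effect of over 20% in size; some results filed as inactive show a strong effect at the top dose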
Target sequence (P00811 whole entry, looked up): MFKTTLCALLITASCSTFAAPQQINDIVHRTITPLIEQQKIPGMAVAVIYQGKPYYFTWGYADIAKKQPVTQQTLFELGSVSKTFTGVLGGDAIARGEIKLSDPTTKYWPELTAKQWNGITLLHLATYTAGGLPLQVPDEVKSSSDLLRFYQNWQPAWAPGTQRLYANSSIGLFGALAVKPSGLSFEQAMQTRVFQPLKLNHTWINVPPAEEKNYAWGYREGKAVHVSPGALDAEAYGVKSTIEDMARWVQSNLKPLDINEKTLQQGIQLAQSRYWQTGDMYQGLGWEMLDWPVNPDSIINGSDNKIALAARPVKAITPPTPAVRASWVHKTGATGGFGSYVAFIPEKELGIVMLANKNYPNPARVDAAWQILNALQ
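AmpC (5.3 nM in the dispensed reagent) in 20 mM phosphate pH 7.0 with 0.01% (detergent screen) or 0.0001% Triton X-100 was preincubated with compounds for 15 min at room temperature. Nitrocefin was then added from an 800 uM solution, and hydrolysis was followed at 480 nm.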
AmpC detergent = inhibitors of E. coli AmpC beta-lactamase with detergent; AmpC hydrolysis of nitrocefin, absorbance 480 nm, 0.01% Triton; Potency, µM (series often up to 114 µM), without a hit: at the highest dose activity change, negative = inhibition, actives largely listed as inhibitors; hit rate 0.041% among 370,000;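 further: potency means the concentration at half of the fitted maximal effect; 0% = no-compound wells and -100% = no-enzyme wells; nearly all actives have a fitted effect of over 25% in size; some results filed as inactive show a strong effect at the top dose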
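20 mM phosphate pH 7.0 + 0.01% (detergent screen) or 0.0001% Triton X-100; 5.3 nM AmpC reagent; cpd preinc 15 min RT; nitrocefin (800 uM stock) to start; A480 q20 s × 4 min; Activity was normalised to no-enzyme and no-compound control wells.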
HCMV antiviral = inhibitors of human cytomegalovirus | HFF cells, HCMV-luciferase reporter, 72 h; active compounds read low | activity change, negative = inhibition, % at 57.5 µM | hit rate 4.5% among 410,000; in the data active means activity change below about -60%; inconclusive means no clear call, values can overlap the other calls; inactive means above about -39%
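Screen run at 2 compound doses on HFFs infected with reporter HCMV, MOI 1 PFU/cell. Luciferase activity from cell lysates at 72 h post infection gave inhibition relative to buffer-only and Salinomycin wells.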
Sm TGR block = inhibitors of Schistosoma mansoni thioredoxin glutathione reductase; Potency, µM (highest dose often 114 µM), for inactives: at the highest dose activity change, negative = inhibition, actives largely listed as inhibitors; hit rate 3% among 360,000; purified TGR, DTNB reduction, TNB absorbance 405 nm; AID 485364; further: potency means the concentration at half of the fitted maximal effect; nearly all actives have a fitted effect of over 60% in size
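Kinetic colorimetric format: TGR-catalysed, NADPH-driven DTNB reduction monitored via TNB absorbance. Enzyme dispensed at 20 nM; compound exposure 15 min at room temperature before reaction start.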
FBPA Giardia inh = inhibitors of Giardia lamblia fructose-1,6-bisphosphate aldolase; A8B2U2; purified Giardia FBPA; Potency, µM (titrated, usually from 59.6 µM), for inactives: at the top dose activity, negative = inhibition, actives largely listed as inhibitors; hit rate 0.71% among 290,000; AID 2451; further: potency means the concentration at half of the fitted maximal effect; nearly all actives have a fitted effect of over 55% in size
Target sequence (A8B2U2 whole entry, looked up): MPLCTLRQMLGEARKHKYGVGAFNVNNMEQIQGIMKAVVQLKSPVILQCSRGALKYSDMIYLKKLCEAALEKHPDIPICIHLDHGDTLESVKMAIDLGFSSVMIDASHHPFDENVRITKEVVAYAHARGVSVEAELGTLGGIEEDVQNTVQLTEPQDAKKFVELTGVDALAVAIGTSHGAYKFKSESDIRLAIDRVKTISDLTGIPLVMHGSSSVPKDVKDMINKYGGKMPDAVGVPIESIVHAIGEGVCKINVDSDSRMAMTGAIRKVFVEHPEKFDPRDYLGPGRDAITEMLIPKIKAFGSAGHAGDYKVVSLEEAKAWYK
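40 nM FBPA preincubated 10 min at RT with compound (up to 57.5 uM final), then substrate plus GAPDH/TPI/NAD/arsenate coupling and diaphorase/resazurin added. Fluorescence read after 20 min at RT, 525/598 nm.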
An asterisk follows results filed as active; u = inconclusive; x = no result given; [ ] = dose if it differs, or a comment. Unless noted, the call rests on the fitted dose curve; in most records, active means well fitted curve in the direction sought with a large enough effect; inconclusive means small, poorly fitted or top-dose-only effect, or another doubt; inactive means no such curve, though single readings can be large; an effect the other way counts as inactive or inconclusive. Unless noted, on the % scale 0 is the no-effect control and ±100 the full control effect.

SMILES	HCV inhibitor	AmpC no deterg	AmpC detergent	HCMV antiviral	Sm TGR block	FBPA Giardia inh
CCN1C(=O)c2ccccc2S(=O)c2ccc(C(=O)N3CCCC3)cc21 (configuration not stated)	13%	u	-3%	21	-1%	-1%
COc1ccc(-n2nc(C(=O)NCC(=O)N3CCC(C)CC3)c3ccccc3c2=O)cc1Cl	-23%	109%[activator]	u	131	-3%	-19%
CCOC(=O)c1sc(NC(=O)C(CC)OC(=O)C(CC(C)C)NC(=O)c2ccccc2)nc1C (configuration not stated)	-5%	11%	3%	-9	-3%	-1%
Cc1nnc2n(Cc3ccccc3)c(=O)c3c4c(sc3n12)CN(Cc1ccccc1)CC4	x	0%	-11%	x	-1%	-12%
Cc1oc(C(C)(C)C)cc1C(=O)Nc1ccc2c(c1)OCO2	-6%	-28%	7%	-30	u	1%
COc1ccc(CCNC(=O)C2CCCN(Cc3nc(-c4cccc(Cl)c4)oc3C)C2)cc1OC (configuration not stated)	10µM*	36%[activator]	-15%	-38	-8%	1%
COc1ccc(NC(=O)c2ccc(OC(=S)N(C)c3ccc(OC)cc3)cc2)cc1	-11%	-15%	u	-10	3%	1%
NC(=O)CSc1nnc(-c2cccs2)n1Cc1ccco1	12%	-3%	-4%	18	-21%	-2%
Cc1cccc(N(CC(=O)NCCSCc2cccc(Cl)c2)S(=O)(=O)c2ccccc2)c1C	x	x	4%	-2	-2%	x
Cc1cccc(/C=C2\CS/C(=C\c3cccc(C)c3)C2=O)c1	-1%	-38%	-1%	15	u	-1%

Part of the list above, field by field:
SMILES: COc1ccc(-n2nc(C(=O)NCC(=O)N3CCC(C)CC3)c3ccccc3c2=O)cc1Cl
- HCV inhibitor = -23%
- AmpC no deterg = 109%[activator]
- AmpC detergent = u
- HCMV antiviral = 131
- Sm TGR block = -3%
- FBPA Giardia inh = -19%

SMILES: Cc1oc(C(C)(C)C)cc1C(=O)Nc1ccc2c(c1)OCO2
- HCV inhibitor = -6%
- AmpC no deterg = -28%
- AmpC detergent = 7%
- HCMV antiviral = -30
- Sm TGR block = u
- FBPA Giardia inh = 1%

SMILES: Cc1cccc(N(CC(=O)NCCSCc2cccc(Cl)c2)S(=O)(=O)c2ccccc2)c1C
- HCV inhibitor = x
- AmpC no deterg = x
- AmpC detergent = 4%
- HCMV antiviral = -2
- Sm TGR block = -2%
- FBPA Giardia inh = x

SMILES: CCN1C(=O)c2ccccc2S(=O)c2ccc(C(=O)N3CCCC3)cc21 (configuration not stated)
- HCV inhibitor = 13%
- AmpC no deterg = u
- AmpC detergent = -3%
- HCMV antiviral = 21
- Sm TGR block = -1%
- FBPA Giardia inh = -1%

Next entries follow.
SMILES	HCV inhibitor	AmpC no deterg	AmpC detergent	HCMV antiviral	Sm TGR block	FBPA Giardia inh
CCOc1ccc(OCC(O)CN2CCc3ccccc3C2)cc1 (configuration not stated)	-27%	0%	u	-9	9%	-8%
O=C(NCc1ccco1)C(c1ccc(F)cc1)N(Cc1cccnc1)C(=O)Cn1nnc2ccccc21 (configuration not stated)	-3%	-27%	u	43	u	-1%
COc1cccc(-c2cn(C[C@H]3CC[C@@H]([C@@H]4CC[C@H](Cn5cc(-c6cccc(OC)c6)nn5)O4)O3)nn2)c1	-11%	131%[activator]	u	9	-18%	-1%
COc1ccc(C(=O)NCCc2nnc3ccc(SCC(=O)Nc4ccccc4)nn23)cc1	20%	-34%	-2%	x	-17%	x
COc1cccc(CN2CC(C(=O)NCCc3ccc(C)o3)CCC2=O)c1 (configuration not stated)	u	29%	3%	-5	13µM*	x
Cc1cc(C)n(-c2nncc(-c3ccccc3)n2)n1	-1%	4%	8%	0	4%	-19%
CCOc1cc(/C=C2/C(=N)N3C=CSC3=NC2=O)ccc1OCCCOc1ccccc1C	-10%	-33%	u	-33	17%	x
Cc1nc2ccccc2c(=O)n1N(c1ccccc1)c1ccccc1	u	4%	u	-68*	7%	0%
O=C(COCc1cc(-c2ccc(F)cc2)on1)Nc1cc(Cl)cc(Cl)c1	x	x	18%	8	8%	x
CCOC(=O)c1nc(C)n(-c2ccc(Cl)cc2)n1	1%	-3%	-2%	-21	-2%	-15%

Full records, looked up by structure.
Cc1oc(C(C)(C)C)cc1C(=O)Nc1ccc2c(c1)OCO2 in the list: HCV inhibitor: -6%; AmpC no deterg: -28%; AmpC detergent: 7%; HCMV antiviral: -30; Sm TGR block: u; FBPA Giardia inh: 1%
NC(=O)CSc1nnc(-c2cccs2)n1Cc1ccco1 in the list: HCV inhibitor: 12%; AmpC no deterg: -3%; AmpC detergent: -4%; HCMV antiviral: 18; Sm TGR block: -21%; FBPA Giardia inh: -2%

(more compounds)
SMILES	HCV inhibitor	AmpC no deterg	AmpC detergent	HCMV antiviral	Sm TGR block	FBPA Giardia inh
CCN(CC)S(=O)(=O)c1cccc(-c2nnc(SCC(=O)NC3CCCC3)n2N)c1	13%	-9%	u	45	u	6%
COc1ccc(S(=O)(=O)N2CCCC(C(=O)NC3CCCC3)C2)cc1OC (configuration not stated)	-30%	31%	2%	-3	2%	4%
O=C(Nc1ccccc1C(=O)N/N=C/c1ccco1)c1ccccc1Cl	-10%	-25%	u	20	5%	u
Cc1ccc2cc(CCNS(=O)(=O)c3ccc(Br)cc3)c(=O)[nH]c2c1C	-1%	-10%	-5%	-5	-14%	4%
O=C(Nc1cccnc1)c1c(F)cccc1F	-15%	-7%	-5%	-104*	2%	6%
CC(=O)Nc1cccc(NC(=O)Nc2ccc(F)cc2F)c1	13%	-11%	-4%	25	-2%	-12%
CCOc1cccc2sc(N(CCN(CC)CC)C(=O)c3cccc(N4C(=O)CCC4=O)c3)nc12	1%[8.37 µM]	u	u	-34	-7%	x
O=c1oc2ccc3ccccc3c2cc1-c1nnc(Nc2ccc(F)cc2)s1	x	x	1%	5	0%	x
CC1CN(C(=O)c2ccc(-c3cccc(C(F)(F)F)c3)o2)CC(C)O1 (configuration not stated)	u	111%[activator]	u	u	-19%	x
CN(Cc1cccc2cnccc12)C(=O)CCc1nnc(CCc2ccccc2)o1	-15%	47%	4%	u	5%	-1%
COc1ccc(O)c(/C=N/NC(=O)c2ccc(OCc3cccc(Br)c3)cc2)c1	2.8µM*	-27%	-3%	-97*	0%	4%
O=C(CSc1ncnc2c1nnn2Cc1ccccc1F)N1CCN(c2ccccc2)CC1	5%	3%	-14%	-16	-8%	1%
O=C(COC(=O)c1cc(S(=O)(=O)N2CCCCC2)ccc1N1CCOCC1)NC1CCS(=O)(=O)C1 (configuration not stated)	20%	0%	3%	11	-5%	6%
CC1(C)CC(=O)C/C(=N\NC(=O)CCc2ccc(S(=O)(=O)N3CCOCC3)cc2)C1	6%	2%	5%	-39	-30%	-5%
O=c1[nH][nH]c(-c2ccccc2O)c1C(C[N+](=O)[O-])c1ccccc1 (configuration not stated)	8%	-14%	-5%	u	-29%	-20%
Cc1ccc(-n2ncc3c2CCCC3NC(=O)c2ocnc2C)cc1C (configuration not stated)	u	109%	-8%	-89*	-6%	-4%
CCOC(=O)C(C)Oc1cccc2c(=O)n(CC(=O)NCCc3ccc(OC)c(OC)c3)ccc12 (configuration not stated)	-6%[8.37 µM]	63%[activator]	u	-4	-10%	-2%
Cc1cccc(Cn2c(=O)n(CCCC(=O)NCc3ccccc3Cl)c(=O)c3ccccc32)c1	x	x	-6%	-8	-1%	x
O=C(NC1CCCC1)C(c1ccncc1)N(C(=O)c1ccco1)c1ccccc1 (configuration not stated)	9%	5%	3%	0	10%	3%
COc1ccc(CNC(=O)C2CCN(C(=O)[C@@H]3Cc4ccccc4CN3)CC2)cc1	12%	-5%	-12%	-15	-10%	-28%
c1ccc(-c2nc(NCc3cccnc3)c3oc4ccccc4c3n2)cc1	u	7%	-6%	-3	-15%	-2%
COc1ccc(NC(=O)c2ccccc2NS(=O)(=O)c2ccc(CNC(C)=O)cc2)c(OC)c1	-6%	-8%	u	8	14%	-6%
O=C(Nc1cccc(O)c1)c1cccc(S(=O)(=O)Nc2cccc(O)c2)c1	-14%	-29%	u	-3	-23%	-7%
O=Cc1c(Cl)[nH]c(=O)n1-c1ccccc1	9%	-5%	0%	-17	-26%	-8%
Cc1cc(C)cc(NC(=O)C2CCN(C(=O)[C@@H]3Cc4ccccc4CN3)CC2)c1	-24%	30%	-10%	-7	-7%	-18%
COc1ccccc1N1CCN(S(=O)(=O)Cc2ccccc2Cl)CC1	-18%	x	-1%	-5	6%	20%
CCOCC(=O)Nc1ccc([N+](=O)[O-])cc1C	-6%	-16%	-2%	-26	8%	-2%
COc1ccc(OC)c(NC(=O)CSc2n[nH]c(-c3cccnc3)n2)c1	-15%	-21%	-14%	-20	1%	u
COc1ccc(-n2ccnc2SCC(=O)Nc2ccccc2)cc1	-4%	2%	-3%	-29	10%	2%
O=C1CN(C(=O)c2cc3ccccc3oc2=O)C(c2ccc(F)cc2)c2cc(F)ccc2N1 (configuration not stated)	-13%	-26%	-2%	u	-12%	3%

Entries listed so far with bromine (2):
SMILES	HCV inhibitor	AmpC no deterg	AmpC detergent	HCMV antiviral	Sm TGR block	FBPA Giardia inh
Cc1ccc2cc(CCNS(=O)(=O)c3ccc(Br)cc3)c(=O)[nH]c2c1C	-1%	-10%	-5%	-5	-14%	4%
COc1ccc(O)c(/C=N/NC(=O)c2ccc(OCc3cccc(Br)c3)cc2)c1	2.8µM*	-27%	-3%	-97*	0%	4%

Continuation.
SMILES	HCV inhibitor	AmpC no deterg	AmpC detergent	HCMV antiviral	Sm TGR block	FBPA Giardia inh
Cc1ccc(CNC(=O)c2cnc(N3CCCC3)nc2C)cc1	x	x	-1%	-18	0%	x
Cn1cc(C(=O)OCC(=O)N2CCCCC2)c2ccccc21	9%	-2%	9%	14	1%	x
CCc1ccc(NC(=O)COc2coc(CN3CCN(c4ccccc4)CC3)cc2=O)cc1	u	-1%	0%	1	-8%	x
Cn1cc(S(=O)(=O)c2cccc(Cl)c2)c(=O)c2cc(F)c(N3CCCCC3)cc21	x	x	10%	-61*	1%	x
CCC(=O)N1CCN(c2nc(-c3ccc(Cl)cc3)cs2)CC1	u	126%[activator]	-6%	u	-3%	-9%
Cc1ccc(NC(=O)CSCC(=O)N2CCOCC2)cc1	17%	-15%	u	30	0%	5%

Not a hit list; overall some 9.9% were active at least once.
